GalR3 antagonist = blocks the human galanin receptor 3. O60755. AID 651719. 360,000 compounds, 0.44% hits. inhibition, % at 3 µM. HEK293 GalR3-CNG cAMP membrane potential fluorescence; galR3 body fused to GalR1 C-terminus;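 active = inhibition above the screen-wide average plus 3 SD, cut at about 13% in these data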;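 note: forskolin and galanin both at EC90 stimulate the cells; cAMP rise reported by CNG channel membrane potential dye signal; 0% = forskolin plus galanin with DMSO and 100% = forskolin alone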
IDE inh = inhibits human insulin-degrading enzyme in HEK cells. inhibition, % at 5.59 µM. 320,000 compounds, 0.41% hits. FAbetaB cleavage, fluorescence polarization. P14735;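 active = percent inhibition above the average of all tested compounds plus 3 SD, set per screening campaign, cut at about 16% in these data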;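 note: IDE supplied by intact live HEK cells; FP after avidin binding of uncleaved biotin substrate so inhibition keeps polarization high; 0% = DMSO wells and 100% = 60 µM reference IDE inhibitor Ii1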
Target sequence (P14735 whole entry, looked up): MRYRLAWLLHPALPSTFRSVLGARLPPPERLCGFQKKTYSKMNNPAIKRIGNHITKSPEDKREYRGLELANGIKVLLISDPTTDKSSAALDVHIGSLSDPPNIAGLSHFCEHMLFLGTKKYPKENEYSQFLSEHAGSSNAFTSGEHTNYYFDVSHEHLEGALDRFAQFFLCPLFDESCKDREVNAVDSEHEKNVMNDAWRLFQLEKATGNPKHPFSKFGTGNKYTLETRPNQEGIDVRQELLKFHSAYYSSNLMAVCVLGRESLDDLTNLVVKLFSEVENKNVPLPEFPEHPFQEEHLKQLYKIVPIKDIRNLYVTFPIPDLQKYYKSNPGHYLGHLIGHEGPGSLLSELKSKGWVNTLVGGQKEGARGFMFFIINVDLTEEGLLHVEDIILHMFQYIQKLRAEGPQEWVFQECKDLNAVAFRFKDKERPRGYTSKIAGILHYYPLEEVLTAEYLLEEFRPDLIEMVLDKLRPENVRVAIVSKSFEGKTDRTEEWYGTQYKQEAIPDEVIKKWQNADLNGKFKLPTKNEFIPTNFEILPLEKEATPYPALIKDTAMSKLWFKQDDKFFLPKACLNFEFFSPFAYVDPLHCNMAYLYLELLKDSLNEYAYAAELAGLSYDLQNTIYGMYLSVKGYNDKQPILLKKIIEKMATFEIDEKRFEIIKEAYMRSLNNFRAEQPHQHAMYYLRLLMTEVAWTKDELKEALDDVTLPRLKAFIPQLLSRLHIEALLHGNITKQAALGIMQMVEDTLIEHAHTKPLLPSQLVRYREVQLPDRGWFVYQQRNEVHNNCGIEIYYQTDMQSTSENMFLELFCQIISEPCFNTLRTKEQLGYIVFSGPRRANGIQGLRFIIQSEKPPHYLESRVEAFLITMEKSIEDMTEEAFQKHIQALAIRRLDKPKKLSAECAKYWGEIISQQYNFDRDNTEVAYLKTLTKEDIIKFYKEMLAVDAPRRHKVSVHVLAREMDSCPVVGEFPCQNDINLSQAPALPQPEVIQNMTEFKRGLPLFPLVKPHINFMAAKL
MEKK3 PB1 HTS = raises or lowers MEK5 binding to the human MEKK3 PB1 domain | Q99759 | bead-based flow cytometry, Alexa488-MEK5 binding to MEKK3; actives lie on both sides; 0 = blocked by unlabeled MEK5, 100 = vehicle | 290,000 compounds, 1.4% hits | binding response (% of control), % at 10 µM;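 active = binding response more than 3 SD above or below the average of its plate-row segment, actives on both sides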;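 note: Alexa488 bead fluorescence after subtracting the streptavidin-only scavenger bead signal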
CRFR2-BP ag = agonists of human CRF-binding protein/CRF-R2 receptor complex; HEK293 CRF-R2/CRF-BP, calcium dye fluorescence (FLIPR); percent of saturating CRF peptide response; 350,000 compounds, 0.46% hits; activation, % at 13.2 µM;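 active = activation of at least 50%, plus an integration ratio under a set limit after plate pattern correction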;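 note: plate controls were neutral control wells without compound for no effect and CRF at EC100 for full effect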
CHRM4 PAM = potentiates acetylcholine response at human M4 receptor. P08173. CHO-K1 hM4/Gqi5, Fluo-8 calcium fluorescence, ACh EC20; 0% = ACh EC20, 100% = maximal ACh. activation, % at 3 µM. 360,000 compounds, 0.4% hits;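 active = activation above its plate's cutoff, the mean activation of sample wells plus 3 SD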; note: some results filed as inactive read as strong as hits
pCIP destab = lowers stability of the mouse p/CIP coactivator protein | Q05BA5 | 290,000 compounds, 0.01% hits | F442A p/CIP-EGFP cells, EGFP fluorescence, 16 h | decrease of EGFP signal, % at 10 µM;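 active = EGFP signal decrease of at least 30% at 10 µM or well 3 SD below plate mean, unless failing retest; inactive = the rest, including hits failing retest or dose response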; note: some compounds called inactive have numbers as strong as hits; many of its hits are not listed in these tables
PHOSPHO1 inh = blocks human PHOSPHO1 phosphatase activity; Q8TCT1; recombinant PHOSPHO1, absorbance phosphatase assay; inhibition, % at 13.3 µM; 290,000 compounds, 1.1% hits; in the data active = inhibition above about 60%
CRFBP-R2 block = antagonists of CRF-binding protein/CRF-R2 receptor complex; AID 588475; HEK293 CRF-R2/CRF-BP, CRF-induced calcium fluorescence; 350,000 compounds, 0.59% hits; inhibition, % at 11.8 µM;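 active = inhibition of the ligand-induced calcium signal above about 50% at the single tested concentration, limit read from the data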
IDE cell activ = activators of human insulin-degrading enzyme in cells | P14735 | HEK cells, FAbeta-B cleavage, fluorescence polarization; 0% vehicle, 100% cell-free pure enzyme wells | activation, % at 5.96 µM | 340,000 compounds, 0.073% hits;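 active = activation above the mean of all tested compounds plus 3 SD, set per screening campaign, cut at about 17% in these data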
* = called active by the depositor; . = no result given; [ ] = another dose, or the depositor's remark.

SMILES	GalR3 antagonist	IDE inh	MEKK3 PB1 HTS	CRFR2-BP ag	CHRM4 PAM	pCIP destab	PHOSPHO1 inh	CRFBP-R2 block	IDE cell activ
COc1cccc2c1cc1c(=O)n(CC(=O)N3CCC(C)CC3)nc(C)n12	-7	3	102	-0.3	8	4	50	-5	1
Cc1ccnc(N2CCC(C(=O)NNC(=O)c3ccccc3C)CC2)n1	-2	-2	92	-1.6	3	-18	27	14	4
CC1(c2ccc(Cl)cc2)NC(=O)N(CC(=O)NC(=O)NCc2ccco2)C1=O (stereo unspecified)	1	2	107	0.0	4	3	24	-19	2
COc1ccc(NC(=O)CC(C(=O)O)N2CCCCC2)cc1 (stereo unspecified)	-3	4	.	0.2	-5	-12	26	-1	5
COC(=O)c1sccc1S(=O)(=O)Nc1ccc(C)cc1	-7	0	95	-2.6	-5	6	25	-7	4
CS(=O)(=O)N1CCN=C1SCc1ccc(Br)cc1	-8	0	103	-0.9	-2	14	60	5	7
CCOc1ccc2nc(SCC(=O)NC3CCCCC3)[nH]c2c1	4	-2	103	-0.9	0	-22	45	3	2
COc1ccc(Nc2nc(C)cc(=O)[nH]2)cc1	0	-1	118	-1.2	-3	-3	7	9	5
O=C(c1cccc(Cl)c1)C1CCCN(S(=O)(=O)c2ccccc2)C1 (stereo unspecified)	-2	6	104	-0.1	-8	-8	-26	2	3
Cc1ccc(CN(C(=O)N2CCN(C)CC2)S(=O)(=O)c2ccc(C)cc2)cc1	-1	1	.	-0.9	3	.	.	5	6
O=C(c1ccccc1)n1nnc2ccccc21	-4	7	104	-0.7	3	-18	-22	-1	5
CCCn1c(N)c(C(c2ccc(OC)cc2)N2CCN(c3ccccc3)CC2)c(=O)[nH]c1=O (stereo unspecified)	-2	5	99	-1.3	4	-18	3	-4	1
COc1ccc(S(=O)(=O)N2CCCCCC2)cc1C(=O)N(C)Cc1c(F)cccc1Cl	-6	6	.	0.0	-7	.	.	7	-1
CNC[C@@H]1OCc2ccccc2-c2ccccc2C(=O)N([C@H](C)CO)C[C@@H]1C	0	.	.	0.2	7	.	.	-11	.
CC12CCC(C(=O)Nc3nccs3)(OC1=O)C2(C)C (stereo unspecified)	-4	-2	96	0.4	6	-7	-11	7	0
COC(=O)C1=C(C)OC(N)=C(C#N)C1c1ccccc1F (stereo unspecified)	-4	-5	91	-0.3	-4	-2	-7	8	1
O=C(/C=C/c1ccc2c(c1)OCO2)c1ccco1	-7	15	99	0.0	10	12	16	-14	5
COc1ccc(Oc2nc3c(c(=O)n(C)c(=O)n3C)n2Cc2ccccc2)cc1	-2	-4	101	1.5	30*	4	12	0	-4
Cc1nn(CC(=O)NC(=O)c2ccccc2)c(C)c1[N+](=O)[O-]	-4	-3	.	-0.4	23*	.	.	-15	1
Cc1sc2nc(CSc3nnc(Cc4cccs4)n3C3CCCCC3)[nH]c(=O)c2c1C	-7	1	101	16	-3	-3	22	2	5
Cc1ccc(NC(=O)C2CCCO2)c(Br)c1 (stereo unspecified)	-1	3	.	-3.1	8	.	.	12	5
Cc1ccc(C(=O)CSc2nnc(-c3ccccc3)n2-c2ccccc2)o1	-5	0	107	-2.1	6	4	-14	38	0
Cc1cccc(NC(=O)c2cccc(OC(=S)N3CCOCC3)c2)c1C	-3	-1	102	1.7	10	-16	28	-3	7
CCOC(=O)c1cccc(N2C(=O)C3C(C(=O)NC4CC4)C4(C)C=CC3(O4)C2C(=O)NC(C)(C)C)c1 (stereo unspecified)	2	-2	109	6.5	6	-8	4	-3	-3
COC(=O)C1(C)NC(c2ccc(O)cc2)C2C(=O)N(c3ccc(F)cc3)C(=O)C21 (stereo unspecified)	-3	-3	88	-1.3	5	-7	13	4	4
N/C(=N\OC(=O)CC1CCCCC1)c1cccc([N+](=O)[O-])c1	-6	-2	101	1.3	-2	-3	3	-6	6
CCOc1ccc(N2CC(C(=O)Nc3nnc(CC)s3)CC2=O)cc1 (stereo unspecified)	-7	5	98	0.3	1	4	-7	-11	-4
CC(S(=O)(=O)c1ccccc1)S(=O)(=O)c1ccccc1	-6	.	.	6.3	-1	.	.	13	.
Cc1ccc(S(=O)(=O)NCCC(=O)OCC(=O)Nc2cccc(S(=O)(=O)NC3=NCCCCC3)c2)cc1	-2	7	98	0.8	0	-4	36	-7	-2
CCN1CCN(Cc2ccc(NC(=O)c3cc(NC(=O)c4cnn(-c5ccccc5)c4N)cc(OC)c3)cc2C(F)(F)F)CC1	-6	1	107	7.2	0	-2	30	9	1
O=C(Nc1ccon1)c1cc2c(s1)CCCCCC2	-7	0	105	-1.5	3	-4	48	-46	4
CC(=O)Oc1ccc(C2=NN(c3ccccc3)C(c3ccccc3)C2)cc1 (stereo unspecified)	-3	5	102	-0.4	5	1	33	0	2
Cc1occc1-c1nnc(SCC(=O)NC(C)(C)C)n1C(C)c1ccccc1 (stereo unspecified)	-5	-1	102	-0.1	7	-12	-3	-12	3
COc1ccc(NC(=O)CNC(=O)c2ccco2)cc1	-7	7	101	1.4	-1	-6	44	-4	2
O=C(C1CCCN(c2ncnc3c2nc2n3CCCCC2)C1)N1CCN(c2ccc(Cl)cc2)CC1 (stereo unspecified)	-6	10	100	-0.6	-6	1	27	-11	-12
C=CCNC(=O)c1ccc(Cl)cc1Cl	-2	2	101	-0.8	1	-3	32	-11	-1
O=C(CN(C1CCCCC1)S(=O)(=O)c1ccc(F)cc1)NCCCO	-1	1	99	0.6	8	7	0	24	1
COc1ccc(NC(=O)Cc2c(F)cccc2Cl)c(OC)c1	-1	-3	1.0*[inhibitor]	0.8	-1	-4	-11	42	-2
Cc1cc(Nc2ccc(F)c(Cl)c2)n2ncnc2n1	1	0	107	-0.8	-2	-14	-18	11	-3
O=C(NCCO)c1ccccc1O	-2	0	107	-1.2	4	-11	8	4	5
Cc1ccccc1S(=O)(=O)/N=C(/c1ccccc1)N(C)C	-3	-3	103	0.5	5	-23	23	10	5
CC(C)(C)c1cc(CCC(=O)NCc2ccncc2)cc(C(C)(C)C)c1O	.	-5	102	-1.5	-5	-6	13	5	-6
CC1=CCC(C(=O)O)(C(=O)N/N=C/c2cccs2)C(c2ccc([N+](=O)[O-])cc2)C1 (stereo unspecified)	-5	-1	97	4.5	3	-9	17	-19	0
Cc1c(CN(C)CCc2ccccc2)c(=O)n(-c2ccccc2)n1C	-2	-3	108	-1.2	-8	10	5	0	3
O=C(O)CCC1(c2ccccc2)NC(=O)NC1=O (stereo unspecified)	-7	0	95	-2.1	-1	-3	20	4	0
COCCn1cc(-c2csc(N)n2)c2ccccc21	-4	0	100	-0.8	3	-4	-28	8	-4
CC1CCN(c2nc3ccccc3nc2C(C#N)C(=O)NC2CCCCC2)CC1 (stereo unspecified)	.	0	99	.	.	-2	-18	.	.
COc1nc(N(C)C)nc(N2CC(=O)N(CCNS(=O)(=O)c3ccc(C)cc3)C2=N)n1	-9	6	97	-0.1	-8	5	-2	6	3
O=C(CCCc1ccccn1)c1ccc(-c2ccccc2)cc1	2	.	.	-2.4	-9	.	.	5	-7
Cc1ccc2c(c1)c1nnc(SCC(=O)N3CCN(c4ccc(F)cc4)CC3)nc1n2CC(=O)O	-5	-4	100	0.8	5	-18	1	-4	-2
Cc1cc(=O)oc2cc(NC(=O)c3cc(F)ccc3F)ccc12	-4	1	.	-0.7	2	.	.	-7	-1
CC(c1ccco1)N(Cc1ccco1)C(=O)Nc1ccccc1 (stereo unspecified)	-2	4	91	-0.3	-3	3	17	-5	-2
COc1ccc(/C=C(\C#N)C(=O)N=CN(C)C)cc1	-2	2	109	-2.5	-3	-3	8	11	-5
CCOC(=O)C1CCCN(CC(=O)c2c[nH]c3ccc(C)cc23)C1 (stereo unspecified)	-2	1	99	0.2	.	-15	6	-15	.
CC(/C=C/c1ccccc1)=N\Nc1ccccc1[N+](=O)[O-]	-2	0	102	1.4	5	1	8	-68	5
CN(c1ccccc1)S(=O)(=O)c1cccc(NC(=O)c2ccncc2)c1	-4	4	100	-1.2	-24	-24	9	0	0
O=C1CNC(=S)N1Cc1ccccc1	-8	-3	104	1.1	0	-4	12	-6	5
Nc1ccn(Cc2ccccc2)n1	-1	-4	103	2.0	3	2	16	-4	7
CCN(CC)C(=O)CN(c1cccc([N+](=O)[O-])c1)S(=O)(=O)c1ccccc1	1	1	101	0.5	12	-10	36	-46	11
COc1cccc2c1C(=O)c1c(O)c3c(c(O)c1C2=O)CC(O)(C(C)=NNC(=O)c1ccc(Cl)c(Cl)c1)CC3OC1CC(N)C(O)C(C)O1 (stereo unspecified)	-4	.	.	67*	-3	.	.	-79	8

An excerpt from above, limited to PHOSPHO1 inh, pCIP destab and IDE inh.
structure,PHOSPHO1 inh,pCIP destab,IDE inh
CCOC(=O)C1CCCN(CC(=O)c2c[nH]c3ccc(C)cc23)C1 (stereo unspecified),6,-15,1
CN(c1ccccc1)S(=O)(=O)c1cccc(NC(=O)c2ccncc2)c1,9,-24,4
COCCn1cc(-c2csc(N)n2)c2ccccc21,-28,-4,0
Nc1ccn(Cc2ccccc2)n1,16,2,-4
Cc1cc(=O)oc2cc(NC(=O)c3cc(F)ccc3F)ccc12,.,.,1

(cont.)
SMILES	GalR3 antagonist	IDE inh	MEKK3 PB1 HTS	CRFR2-BP ag	CHRM4 PAM	pCIP destab	PHOSPHO1 inh	CRFBP-R2 block	IDE cell activ
CCOc1ccc(C2CC(=O)NC(SCC(=O)OC)=C2C#N)cc1 (stereo unspecified)	-1	0	115	-1.7	6	-4	13	14	8
O=C1[C@H](Cc2ccccc2)NCC=CC[C@H](c2ccco2)N1Cc1ccccc1	-9	.	.	1.7	-1	.	.	-16	0
COC(=O)c1cc(S(=O)(=O)N(C)C2CCCCC2)oc1C	2	1	100	-0.2	-3	-7	20	16	.
O=C(COC(=O)CCN1C(=O)C2CC=CCC2C1=O)Nc1ccc(Cl)cc1F (stereo unspecified)	4	-2	.	1.2	1	.	.	0	11
CN(C)C(CNC(=O)c1cc(S(=O)(=O)N(C)c2ccc(F)cc2)ccc1Cl)c1ccco1 (stereo unspecified)	-3	8	.	2.1	4	.	.	-3	0
CCCCc1ccc(NC(=S)N2CCN(C(=O)OCC)CC2)cc1	-4	4	106	-1.6	-10	-4	30	8	7
COc1ccc(-c2nnc3sc(-c4ccccn4)nn23)cc1	.	2	101	.	.	0	11	.	.
CC1CCCN(c2ccc(C(=O)OCC(=O)N3c4ccccc4Sc4ccccc43)cc2[N+](=O)[O-])C1 (stereo unspecified)	4	2	95	0.1	-32	-1	-7	10	3
Cc1c(Cl)cccc1NC(=O)CSc1sc2c(O)cc(=O)[nH]c2c1C#N	-7	1	101	0.2	2	-6	-62	-2	-3
NC(=O)C1(N2CCCCC2)CCN(C2CC(=O)N(Cc3cccs3)C2=O)CC1 (stereo unspecified)	-4	-7	.	-1.4	6	1	12	17	5
O=C(O)c1ccccc1C(=O)Nc1cc(C(F)(F)F)ccc1N1CCCC1	0	-1	105	-0.3	-2	-1	25	5	1
NC(=O)CC(NC(=O)c1ccc(Br)cc1)c1ccc(N2CCC(Cc3ccccc3)CC2)c([N+](=O)[O-])c1 (stereo unspecified)	1	-4	101	-0.3	2	-25	-19	-5	-1
